Wnt act = Wnt/beta-catenin pathway activation | Wnt/beta-catenin reporter cell assay, activator, plate reader | activation, % at 9.35 µM | 300,000 compounds, 1.2% hits | AID 743398; in the data active means activation above about 30%, passing the limit was not always enough; inconclusive means no clear call, values can overlap the other calls;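 further: 0% = neutral control wells and 100% = positive control wells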
SR-BI HDL uptake = mouse SR-BI HDL lipid transfer inhibition. Q61009. ldlA[mSR-BI] CHO cells, DiI-HDL uptake fluorescence, 3 h. inhibition, % at 12.5 µM. 320,000 compounds, 0.96% hits;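 active means mean replicate inhibition of at least 70% and a set share of replicates each scoring 70 or more; inconclusive means meets just one of the two criteria; inactive means fails both criteria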;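 further: 0% = median of neutral control wells and 100% = median of positive control wells; values of inactives mirror those of a sister screen read the other way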
MITF act = increases MITF-driven TRPM1 promoter luciferase signal | SK-MEL-5 TRPM1-promoter luciferase, 24 h; % of positive control, neutral wells = 0 | activation, % at 12.5 µM | 300,000 compounds, 0.75% hits;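 active means mean activation of at least 80% with every replicate also reaching 80%; inconclusive means mean reaches 80% but some replicate falls short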;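 further: 0% = neutral control wells and 100% = parthenolide positive control wells; values of inactives mirror those of a sister screen read the other way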
SR-BI uptake up = enhances SR-BI lipid uptake from DiI-HDL; CHO ldlA[mSR-BI] cells, DiI-HDL uptake fluorescence, 3 h; 100 = double the neutral-control signal; activation, % at 12.5 µM; 320,000 compounds, 0.096% hits; AID 504775;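 active means mean replicate activation of at least 60% and every replicate at or above 60%; inconclusive means mean or all-replicate condition met, but not both; inactive means mean below 60% and not all replicates reaching 60%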;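 further: 0% = median plate neutral-control signal and 100% = twice that signal; values of inactives mirror those of a sister screen read the other way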
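Material: SR-BI-overexpressing, LDLR-lacking CHO cells | Dosing: Single compound concentration, delivered by pin transfer | Probe or stimulus: Labelled HDL, 10 µg/mL | Signal: Bottom-read cell fluorescence after medium removal, ex 550/em 595 nm | Schedule: 3 h, 37 °C | Evaluation: HDL uptake via cellular fluorescence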
Rtt109 Vps75 = C. albicans Rtt109 histone acetyltransferase inhibition; Q5AAJ8; purified Rtt109/Vps75, ThioGlo CoA-SH fluorescence, 4 h; inhibition, % at 34.9 µM; 330,000 compounds, 0.16% hits; AID 540336;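 active means inhibition of at least 50% in every replicate; inconclusive means best replicate reaches 50% inhibition but some replicates fall short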
Target sequence (Q5AAJ8 whole entry, looked up): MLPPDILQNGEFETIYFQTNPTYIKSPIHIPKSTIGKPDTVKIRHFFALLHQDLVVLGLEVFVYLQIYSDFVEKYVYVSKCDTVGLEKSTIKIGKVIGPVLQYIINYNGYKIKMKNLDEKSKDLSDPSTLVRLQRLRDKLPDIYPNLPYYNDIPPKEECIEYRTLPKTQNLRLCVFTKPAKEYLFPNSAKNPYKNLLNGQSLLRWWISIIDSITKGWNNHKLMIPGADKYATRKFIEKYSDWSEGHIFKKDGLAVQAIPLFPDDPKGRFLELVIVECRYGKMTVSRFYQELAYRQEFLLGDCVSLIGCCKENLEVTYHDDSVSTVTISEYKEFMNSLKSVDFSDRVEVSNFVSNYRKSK
CDK5 inh = inhibitors of human CDK5/p35 kinase; Recombinant CDK5/p35, ADP-Glo luminescence, 60 min; 330,000 compounds, 0.01% hits; inhibition, % at 10 µM;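 active means highest replicate inhibition of at least 50% and at least 75% of replicates reaching 50%; inconclusive means only one of the two criteria met; inactive means both criteria failed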;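 further: plate controls were DMSO neutral control for no effect and GW8510 at 10 µM for full effect; many of its hits are not listed in these tables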
Target sequence (Q00535 whole entry, looked up): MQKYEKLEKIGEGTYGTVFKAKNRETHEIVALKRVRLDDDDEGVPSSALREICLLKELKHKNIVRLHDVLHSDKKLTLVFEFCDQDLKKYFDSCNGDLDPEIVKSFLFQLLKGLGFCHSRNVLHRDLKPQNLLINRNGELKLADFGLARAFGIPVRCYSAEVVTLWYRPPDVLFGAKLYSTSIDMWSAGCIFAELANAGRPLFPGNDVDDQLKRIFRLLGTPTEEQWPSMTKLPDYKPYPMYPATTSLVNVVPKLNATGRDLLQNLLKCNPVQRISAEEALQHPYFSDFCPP
Target sequence (Q15078 whole entry, looked up): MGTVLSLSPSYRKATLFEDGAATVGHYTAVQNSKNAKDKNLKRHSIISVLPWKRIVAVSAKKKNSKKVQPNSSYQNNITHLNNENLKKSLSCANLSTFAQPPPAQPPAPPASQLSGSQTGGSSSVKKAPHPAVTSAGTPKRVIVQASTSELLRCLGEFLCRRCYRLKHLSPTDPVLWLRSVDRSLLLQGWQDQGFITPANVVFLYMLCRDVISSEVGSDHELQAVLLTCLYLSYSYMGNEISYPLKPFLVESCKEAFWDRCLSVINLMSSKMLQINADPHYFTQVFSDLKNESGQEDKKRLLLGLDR
cardiac RTF act = increases calcium sensitivity of human cardiac regulated thin filaments; P19429+P45379; 340,000 compounds, 0.24% hits; IANBD-labeled TnC RTF fluorescence at EC20 calcium; 0% EC20 calcium, 100% full calcium; activation, % at 7.2 µM;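 active means activation above the mean over all tested compounds plus 3 SD, cut at about 30% in these data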;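 further: rise in fluorescence read as greater calcium sensitivity of cardiac thin filaments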
PvdQ inh = blocks Pseudomonas aeruginosa PvdQ acylase activity | purified PvdQ acylase, fluorescence plate reader | inhibition, % at 10 µM | 340,000 compounds, 0.063% hits | AID 488965; in the data active means inhibition above about 30%, passing the limit was not always enough; inconclusive means no clear call, values can overlap the other calls;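 further: 0% = vehicle neutral wells and 100% = reference inhibitor wells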
HTR5A ag ctr = HTR5A agonism, opioid heterodimer counter-screen. P47898. 340,000 compounds, 0.61% hits. HTR5A agonist assay, luminescence, cell-based. activation, % at 9.3 µM; in the data active means activation mostly above about 9.5%, no sharp cut-off; inactive means mostly below about 7.6%;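 further: 0% = cells with vehicle only and 100% = reference agonist; strong numbers were not always called active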
dFosB activator = activators of mouse delta FosB homodimer | P13346 | purified delta FosB, TAMRA-CDK5 oligo fluorescence polarization; percent of positive-control signal above neutral wells | activation, % at 25 µM | 340,000 compounds, 0.99% hits | AID 493131;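 active means mean activation above about 17%, with every replicate also reaching it, limit read from the data, passing the limit was not always enough; inconclusive means only one of the two conditions met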;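 further: fluorescence polarization rise as delta FosB binds a TAMRA Cdk5 AP-1 oligo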
An asterisk follows results filed as active; u = inconclusive; x = not tested or not shown.

nr	SMILES	Wnt act	SR-BI HDL uptake	MITF act	SR-BI uptake up	Rtt109 Vps75	CDK5 inh	cardiac RTF act	PvdQ inh	HTR5A ag ctr	dFosB activator
1	O=C(O)C1=NN(c2c(F)c(F)cc(F)c2F)C(=O)CC1	0	-21	0	21	0	2.0	-1	-13	11	-10
2	Cc1nc(N2CCCC2C(=O)O)c2oc3ccccc3c2n1 (stereo not given)	x	4	-7	-4	-4	-0.5	-3	0	1	2
3	COc1ccc(NC(=O)c2ccc(C(=O)c3ccccc3)o2)cc1	24	0	42	0	5	-0.4	4	-5	5	-3
4	c1ccc(OCc2noc(CN3CC[C@@H]4CCCC[C@H]4C3)n2)cc1	-2	x	4	x	18	4.9	4	7	5	-6
5	CC(OC(=O)Cn1cnc2c1c(=O)n(C)c(=O)n2C)C(=O)NCc1ccccc1 (stereo not given)	-3	-28	0	28	-1	-2.6	7	-6	13	-13
6	CN(C(=O)CSc1nc2ccccc2[nH]1)C1CCS(=O)(=O)C1 (stereo not given)	-4	-6	10	6	-4	-0.3	-4	-21	5	-2
7	Cc1cc(C)n2nc(SCC(=O)Nc3ccc(S(=O)(=O)N(C)C)cc3)nc2n1	0	-12	1	12	5	-0.4	-7	-7	1	-10
8	O=C(CN1C(=O)c2ccccc2S1(=O)=O)Nc1cccc(S(=O)(=O)N2CCOCC2)c1	-3	-4	-1	4	7	-2.1	-1	-21	-1	4
9	NC(=O)C1CCN(C(=O)c2cc(-c3ccc(Cl)cc3)nc3ccccc23)CC1	-2	22	-3	-22	11	0.5	-5	21	0	-7
10	O=S(=O)(c1cccc(-c2n[nH]c(=S)n2Cc2ccccc2)c1)N1CCOCC1	-1	-23	-5	23	34	2.6	11	1	3	-4
11	Cc1ccc(C)c(N2CC(=O)N(c3cc(C)ccc3C)CC2=O)c1	x	16	-9	-16	-4	0.3	-2	-10	0	6
12	Cc1ccccc1Cn1c(CN2CCN(C(=O)c3ccco3)CC2)nc2c1c(=O)n(C)c(=O)n2C	-4	-1	-1	1	3	0.4	6	7	-1	0
13	COc1cccc(N/N=C/c2cccc(Br)c2O)c1	35*	x	60	x	-10	0.7	-5	-4	-6	-7
14	Cc1cc(C)c(S(C)(=O)=O)c(Oc2ccc(F)cc2)n1	x	-1	4	1	-7	-0.2	5	-14	0	0
15	Cc1ccc(NC(=O)c2cncc(Br)c2)nc1	25	-1	40	1	3	-0.4	0	5	-6	-5
16	CCOC(=O)C1C(=O)CC(C)(O)C(C(=O)OCC)C1c1ccco1 (stereo not given)	-2	-4	-10	4	-4	1.1	-2	0	2	-1
17	Cc1nc2ccccc2c(=O)n1NS(C)(=O)=O	-2	x	-5	x	-3	0.3	-2	-5	-2	10
18	O=C(O)CC(NC(=O)C(F)(F)F)c1ccc2c(c1)OCO2 (stereo not given)	-3	-9	-3	9	4	-0.5	9	0	0	-2
19	COc1ccc(C(=O)O)cc1NC(=S)NC(=O)c1ccc(-c2ccc(Cl)cc2)o1	0	-1	3	1	0	1.3	-12	-1	-1	-30
20	CCCCNC(=O)c1cc2cc(CC)ccc2[nH]1	9	-3	x	3	-1	1.1	4	-2	1	-13
21	CCOc1ccc(CN2CCN(Cc3cccn3-c3nccs3)CC2CCO)cc1 (stereo not given)	-10	x	4	x	7	0.1	-1	-6	-4	2
22	O=C(NCC1CCCO1)c1ccc(CS(=O)(=O)c2c(Cl)cccc2Cl)o1 (stereo not given)	-8	-4	2	4	-1	-0.4	6	13	2	-3
23	COc1cccc(OCCn2cc(C(=O)c3ccco3)c3ccccc32)c1	-2	x	5	x	-4	1.7	4	-12	12	-12
24	COc1ccc(N2CCN(CC(O)COc3cc(C)ccc3C)CC2)cc1 (stereo not given)	14	33	-9	-33	-3	-1.1	-3	-10	1	-12
25	CNc1oc(-c2ccccc2)nc1C#N	1	5	-4	-5	-4	0.0	-8	-6	0	1
26	O=[N+]([O-])c1ccc(S(=O)(=O)NCC2CCCO2)cc1 (stereo not given)	0	-10	3	10	7	-1.1	3	-6	-4	0
27	O=C(O)c1ccc(-n2cccc2/C=C2/NC(=O)N(c3ccccc3)C2=O)cc1	1	x	6	x	21	-0.9	-7	-6	-2	-4
28	CCCN(C(=O)c1ccccc1N)c1c(C)n(C)n(-c2ccccc2)c1=O	-1	-12	x	12	5	-0.7	-3	-10	-2	-10
29	CC1CC(C)(C)CC2(C1)NC(=O)N(CC(=O)N1CCN(S(=O)(=O)c3cccc(Cl)c3Cl)CC1)C2=O (stereo not given)	-10	47	0	-47	-4	0.2	0	-6	-3	-1
30	C(=N\Nc1ccc2ccccc2n1)/c1ccc2c(c1)OCCO2	-5	-7	-88	7	0	1.9	-8	6	7	u
31	Cc1ccccc1C(=O)Nc1ccnn1C1CCN(C(=O)c2ccoc2)CC1	0	13	-3	-13	2	-0.6	3	-18	5	1
32	F[B-](F)(F)c1cncc2ccccc12	-1	-5	-4	5	2	3.2	0	7	2	-12
33	C=CCNc1cc(C)oc(=O)c1C(=O)CC	-2	-20	-6	20	-1	1.0	-3	0	2	-2
34	Cc1cc(NC(=O)CSc2nnc(-c3ccccc3)n2C)no1	-8	2	4	-2	-3	2.4	2	6	-1	1
35	CC(=O)c1nc(N2C(=O)CC(Cc3cc(C)cc(C)c3)C2=O)sc1C (stereo not given)	-3	-24	-11	24	-8	2.1	-6	7	0	-6
36	CCC(=O)NC(c1cccc([N+](=O)[O-])c1)c1c(OC(C)=O)ccc2ccccc12 (stereo not given)	x	5	-6	-5	1	-0.1	3	-14	0	-3
37	Cc1csc(NC(=O)CSc2nccn2Cc2ccco2)n1	4	-22	7	22	20	1.2	-4	5	8	-3
38	Cc1sc(NC(=O)CN(C(=O)c2ccccc2F)C2CCCC2)c(C(N)=O)c1C	0	8	-7	-8	-3	-0.5	-4	0	2	-9
39	COc1ccc(CCNC(=O)COC(=O)/C=C/c2ccc(OCC#N)c(OC)c2)cc1OC	-2	12	7	-12	0	-1.6	2	3	0	0
40	COc1cc(/C=C2\SC(=S)N(CC(=O)Nc3ccccn3)C2=O)cc(OC)c1OC	-3	17	3	-17	6	0.0	3	-6	2	6
41	COc1cc(/C=C2\SC(=S)N(NC(=O)c3ccncc3)C2=O)ccc1O	-1	2	3	-2	18	1.7	-1	-2	-1	33*
42	COc1cccc(N2C(=O)C(Cc3c[nH]c4ccccc34)NC2=S)c1 (stereo not given)	x	-14	-9	14	0	-0.3	-2	-4	0	-2
43	COC(=O)C(NC(=O)c1cccnc1Cl)C(C)C (stereo not given)	1	-5	-5	5	1	0.9	1	-14	3	-1
44	O=C(Cc1ccc(Cl)cc1)NCCS(=O)(=O)N1CCN(c2ccccc2F)CC1	-1	-8	-30	8	-2	0.2	-7	10	-1	-1
45	COc1ccc(C(C)(C)C)cc1S(=O)(=O)NCC1CCCO1 (stereo not given)	1	-71	x	u	-1	-0.7	-2	-9	2	-10

Reformatted: 3 of the compounds above
Every second line gives: Wnt act | SR-BI HDL uptake | MITF act | SR-BI uptake up | Rtt109 Vps75 | CDK5 inh | cardiac RTF act | PvdQ inh | HTR5A ag ctr | dFosB activator
[35] CC(=O)c1nc(N2C(=O)CC(Cc3cc(C)cc(C)c3)C2=O)sc1C (stereo not given)
    -3 | -24 | -11 | 24 | -8 | 2.1 | -6 | 7 | 0 | -6
[36] CCC(=O)NC(c1cccc([N+](=O)[O-])c1)c1c(OC(C)=O)ccc2ccccc12 (stereo not given)
    x | 5 | -6 | -5 | 1 | -0.1 | 3 | -14 | 0 | -3
[37] Cc1csc(NC(=O)CSc2nccn2Cc2ccco2)n1
    4 | -22 | 7 | 22 | 20 | 1.2 | -4 | 5 | 8 | -3

(continued)
nr	SMILES	Wnt act	SR-BI HDL uptake	MITF act	SR-BI uptake up	Rtt109 Vps75	CDK5 inh	cardiac RTF act	PvdQ inh	HTR5A ag ctr	dFosB activator
46	COc1cccc(NC(=O)Nc2ccc3nc(C)c(C)nc3c2)c1	0	8	26	-8	-16	1.1	2	-15	4	5
47	CN(Cc1ccccc1F)C(=O)c1ccccc1Sc1ccccc1C#N	2	45	7	-45	-1	-2.9	-4	-15	-2	-10
48	CCC(C)(C(=O)NC1CCCCC1)N(Cc1cccs1)C(=O)CC1NC(=O)NC1=O (stereo not given)	x	-20	1	20	10	-0.3	-4	4	7	5
49	O=C(CCl)Nc1c(C(=O)Nc2ccc3c(c2)OCCO3)oc2ccccc12	29	4	14	-4	19	0.7	-2	-4	5	1
50	O=C(c1ccoc1)N1CCCC(CO)(CCCc2ccccc2)C1 (stereo not given)	18	-6	0	6	10	-2.3	1	-11	3	-1
51	O=C(CN1CCN(S(=O)(=O)c2ccccc2)CC1)Nc1cccc(C(F)(F)F)c1	x	-3	3	3	1	-6.9	-4	-4	6	-10
52	O=C(NCc1ccccc1Cl)C1CCN(S(=O)(=O)c2cccc3nonc23)CC1	2	x	x	x	-7	-1.9	4	-11	2	4
53	Cc1nn(-c2ccccc2)c(C)c1C(=O)OCC(=O)NCc1ccco1	x	37	1	-37	0	-5.5	3	-8	-2	-9
54	CCOC(=O)CC1(CC(=O)OCC)NC(=O)c2c(C)sc(C(=O)OCC)c2N1	x	-6	-5	6	-12	-0.7	4	5	-2	-2
55	Cc1cccc(N2C(=O)c3ccc(Br)cc3C2=O)n1	2	10	x	-10	1	-0.2	1	1	-1	1
56	COC(=O)c1sccc1NC(=O)COc1ccc(C)cc1	1	-3	25	3	-6	0.5	-2	2	0	-12

Molecules shown so far that have fluorine (8):
nr	SMILES	Wnt act	SR-BI HDL uptake	MITF act	SR-BI uptake up	Rtt109 Vps75	CDK5 inh	cardiac RTF act	PvdQ inh	HTR5A ag ctr	dFosB activator
1	O=C(O)C1=NN(c2c(F)c(F)cc(F)c2F)C(=O)CC1	0	-21	0	21	0	2.0	-1	-13	11	-10
14	Cc1cc(C)c(S(C)(=O)=O)c(Oc2ccc(F)cc2)n1	x	-1	4	1	-7	-0.2	5	-14	0	0
18	O=C(O)CC(NC(=O)C(F)(F)F)c1ccc2c(c1)OCO2 (stereo not given)	-3	-9	-3	9	4	-0.5	9	0	0	-2
32	F[B-](F)(F)c1cncc2ccccc12	-1	-5	-4	5	2	3.2	0	7	2	-12
38	Cc1sc(NC(=O)CN(C(=O)c2ccccc2F)C2CCCC2)c(C(N)=O)c1C	0	8	-7	-8	-3	-0.5	-4	0	2	-9
44	O=C(Cc1ccc(Cl)cc1)NCCS(=O)(=O)N1CCN(c2ccccc2F)CC1	-1	-8	-30	8	-2	0.2	-7	10	-1	-1
47	CN(Cc1ccccc1F)C(=O)c1ccccc1Sc1ccccc1C#N	2	45	7	-45	-1	-2.9	-4	-15	-2	-10
51	O=C(CN1CCN(S(=O)(=O)c2ccccc2)CC1)Nc1cccc(C(F)(F)F)c1	x	-3	3	3	1	-6.9	-4	-4	6	-10

Source: PubChem
